Rv3671c inh – inhibits the M. tuberculosis serine protease Rv3671c; P9WHR9; inhibition, % at 5.96 µM; 320,000 compounds, 0.048% hits; AID 2606; in the data active = inhibition above about 38%;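 note: extracellular domain of Rv3671c used as enzyme; 0% = enzyme with DMSO and 100% = no enzyme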
MazEF act – MazEF (E. coli) toxin RNase activation. AID 504720. 350,000 compounds, 0.32% hits. FAM/BHQ RNA-DNA oligo cleavage fluorescence, 5 h. P0AE70. activation, % at 20 µM; in the data active = activation above about 50%
Target sequence (P0AE70 whole entry, looked up): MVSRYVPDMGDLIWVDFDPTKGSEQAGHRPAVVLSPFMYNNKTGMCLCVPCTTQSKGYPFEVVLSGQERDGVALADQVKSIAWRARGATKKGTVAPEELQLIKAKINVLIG
SARS 3CLpro inh – SARS-CoV 3CLpro protease inhibition; 290,000 compounds, 0.14% hits; inhibition, % at 6 µM; recombinant SARS-CoV 3CLpro, quenched FRET peptide cleavage; in the data active = inhibition above about 12%
PrPC TRFRET – inhibitors of human cell surface prion protein PrPC; TR-FRET read-out; 370,000 compounds, 0.43% hits; inhibition, % at 13.8 µM; P04156; in the data active = inhibition above about 24%; note: 0% = median of the test wells and 100% = reference compound wells
BoNT A protease – inhibitors of Botulinum neurotoxin A light chain protease; multiplex microsphere protease substrate cleavage, flow cytometry; inhibition, % at 10 µM; 360,000 compounds, 0.17% hits; note: plate controls were buffer without enzyme for full effect and enzyme alone for no effect
Anthrax LF prot – inhibitors of Bacillus anthracis lethal factor protease. inhibition, % at 10 µM. AID 588501. 360,000 compounds, 0.12% hits. multiplex microsphere protease cleavage assay, LF; note: plate controls were buffer without enzyme for full effect and enzyme alone for no effect
Target sequence (P15917 whole entry, looked up): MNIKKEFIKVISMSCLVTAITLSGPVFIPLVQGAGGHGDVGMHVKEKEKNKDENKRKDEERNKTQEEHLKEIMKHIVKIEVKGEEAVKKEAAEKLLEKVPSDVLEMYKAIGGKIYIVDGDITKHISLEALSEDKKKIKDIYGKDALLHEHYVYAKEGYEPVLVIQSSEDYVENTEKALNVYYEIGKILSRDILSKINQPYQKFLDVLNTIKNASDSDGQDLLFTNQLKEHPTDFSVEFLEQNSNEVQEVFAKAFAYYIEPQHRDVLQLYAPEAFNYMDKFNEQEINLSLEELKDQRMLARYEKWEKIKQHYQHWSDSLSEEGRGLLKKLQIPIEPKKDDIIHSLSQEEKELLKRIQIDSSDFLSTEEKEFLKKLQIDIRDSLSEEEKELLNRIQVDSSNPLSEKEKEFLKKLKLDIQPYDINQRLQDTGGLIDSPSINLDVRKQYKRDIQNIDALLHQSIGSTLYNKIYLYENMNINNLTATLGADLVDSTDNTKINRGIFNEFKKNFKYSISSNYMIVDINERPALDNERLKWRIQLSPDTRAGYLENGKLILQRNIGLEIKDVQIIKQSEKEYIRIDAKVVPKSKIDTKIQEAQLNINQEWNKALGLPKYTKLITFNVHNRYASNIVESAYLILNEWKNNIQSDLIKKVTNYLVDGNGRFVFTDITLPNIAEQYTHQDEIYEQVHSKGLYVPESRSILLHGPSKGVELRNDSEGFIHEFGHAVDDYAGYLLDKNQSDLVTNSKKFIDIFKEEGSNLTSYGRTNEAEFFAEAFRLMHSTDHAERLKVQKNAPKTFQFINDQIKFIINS
BoNT-F LC inh – blocks Botulinum neurotoxin F light chain protease; inhibition, % at 10 µM; 360,000 compounds, 0.22% hits; Multiplex microsphere protease cleavage assay, flow cytometry; in the data active = inhibition above about 35%, passing the limit was not always enough; inconclusive = no clear call, values can overlap the other calls; note: plate controls were buffer without enzyme for full effect and enzyme alone for no effect
CCHF vOTU inh – blocks the CCHF virus ovarian tumor domain protease; CCHFV vOTU protease, Pep-AMC fluorescence; AID 651958; 370,000 compounds, 0.55% hits; inhibition, % at 11.5 µM; in the data active = inhibition above about 30%; note: 0% = vehicle wells with enzyme and 100% = no enzyme wells
SSB-PriA inh – inhibitors of Klebsiella pneumoniae PriA binding to SSB C-terminal tail. inhibition, % at 33 µM. 430,000 compounds, 0.6% hits. AlphaScreen SSBct-PriA binding, biotinylated peptide; in the data active = inhibition mostly above about 37%, no sharp cut-off; inactive = mostly below about 20%;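 note: plate controls were negative control peptide for no effect and reference peptide for full effect; strong numbers were not always called active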
DUSP3 inh – blocks human VHR1 dual specificity phosphatase. P51452. recombinant VHR phosphatase, pNPP absorbance. inhibition, % at 13.3 µM. 290,000 compounds, 0.52% hits. AID 1654; in the data active = inhibition above about 50%; note: some compounds called inactive have numbers as strong as hits
Target sequence (P51452 whole entry, looked up): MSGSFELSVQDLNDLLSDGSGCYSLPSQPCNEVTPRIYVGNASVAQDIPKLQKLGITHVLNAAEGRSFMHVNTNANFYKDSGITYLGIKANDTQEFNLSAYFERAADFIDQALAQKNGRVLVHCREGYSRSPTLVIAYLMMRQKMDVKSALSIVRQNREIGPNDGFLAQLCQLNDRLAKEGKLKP
The depositor's hits bear a star; ? = inconclusive; · = not tested or not shown. Cut-off read from the data, not from the text of the source, unless noted: active = inhibition above about 30%; inconclusive = no clear call, values can overlap the other calls; inactive = below that. These rows are one share of the data (hit frequency here may not be typical).

SMILES	Rv3671c inh	MazEF act	SARS 3CLpro inh	PrPC TRFRET	BoNT A protease	Anthrax LF prot	BoNT-F LC inh	CCHF vOTU inh	SSB-PriA inh	DUSP3 inh
O=C(Nc1nnc(-c2cccc(F)c2)s1)Nc1ccccc1F	-3	15	3	-6	0.1	0	-7	1	-14	44
CC(C)(CNC(=O)CNC(=O)C1CCCCC1)N1CCOCC1	-2	1	·	-6	-0.3	0	0	-1	-3	·
NC(=S)NC(c1ccccc1)c1ccncc1 (configuration not stated)	0	8	·	-2	·	·	·	-15	-3	·
O=C1c2ccccc2C2N1CCCN2C(=O)c1sc2ccccc2c1Cl (configuration not stated)	·	1	·	16	0.6	-6	-3	-4	·	·
CN(C)S(=O)(=O)c1ccc(C(=O)Nc2cccnc2)cc1	-2	7	6	5	0.2	-1	7	14	-12	13
Cc1nnc(SCc2cccc(Oc3ccccc3)c2)n1N	4	7	-7	-3	-0.4	1	3	-3	-16	16
Cc1ccc(S(=O)(=O)CCC(=O)Nc2nnc(-c3ccco3)o2)cc1	9	0	·	-6	5.4	-3	6	-1	-8	·
Brc1ccc(OCCOCCN2CCOCC2)cc1	-5	15	-1	-13	0.3	1	1	12	-6	33
CCOC(=O)Cc1c(C)nc2cc(-c3ccc(C(C)(C)C)cc3)[nH]n2c1=O	-17	5	-6	4	0.5	0	0	5	-12	15
CCCOc1ccc(C(=O)CCC(=O)Nc2ccc(N3CCN(C)CC3)cc2)cc1	0	6	·	-7	0.5	-23	-50	0	21	·
Nn1c(Cc2cccc3ccccc23)nnc1SCC(=O)NC1CCS(=O)(=O)C1 (configuration not stated)	-17	5	-4	2	-2.5	-6	-30	-4	-17	32
COCCN(CCOC)C(=O)C1CCCN(S(=O)(=O)c2ccc(NC(=O)OC)cc2)C1 (configuration not stated)	0	1	0	1	-0.1	-4	2	12	-9	13
N/C(=N\O)c1ccc(Oc2ccccc2Cl)c([N+](=O)[O-])c1	-1	-13	0	-5	?	-9	?	-5	·	-12
C/C(=N\NC(=O)c1c(Br)c(C)nn1C)c1ccc(NC(=O)c2ccoc2C)cc1	-3	4	-2	2	-0.5	0	-22	-7	·	30
CCOC(=O)N1CCC(NC(=O)C2CCCCN2S(=O)(=O)c2ccc(F)cc2)CC1 (configuration not stated)	0	2	-2	-1	0.5	-3	-6	-3	-7	-24
CC(C)CN(C(=O)CCC(=O)OC(C)C(=O)Nc1cccc(C#N)c1)c1c(N)n(CC(C)C)c(=O)[nH]c1=O (configuration not stated)	-2	3	·	-2	-0.4	-3	-6	-3	4	·
Cc1cc(C)cc(C(=O)Oc2cc(C)[nH]c(=O)c2[N+](=O)[O-])c1	-9	3	-3	0	0.4	-2	2	-17	-11	-1
COc1ccc(NC(=O)Nc2ccc(C(=O)N3CCOCC3)cc2)cc1OC	2	5	-3	-12	-2.3	0	-2	6	-8	44
CCN(CC)CCC(c1cc(OC)c(OC)c(OC)c1)c1c(OC)cc(OC)c2c(-c3ccccc3)cc(=O)oc12 (configuration not stated)	8	30	·	-21	-0.1	-5	-6	20	3	-8
Cc1cc2cc(CN(Cc3ccc4c(c3)OCO4)C(=O)c3ccco3)c(=O)[nH]c2cc1C	-20	-1	2	·	-0.1	2	0	·	6	8
CCOC(=O)COc1nc(C)c(Br)c(OC)n1	0	4	0	2	-1.6	-2	-10	-10	-6	14
COc1nc(-c2ccccc2Cl)ccc1C#N	-2	2	-1	-5	-0.2	-4	10	-16	-46	-18
CS(=O)(=O)N(CC(=O)N1CCCCC1)Cc1ccccc1	-1	-6	1	-5	3.1	4	?	-4	59*	-15
COc1cccc(NC(=O)c2sc3nc4n(c(=O)c3c2C)CCC4)c1	1	1	4	5	-1.9	-1	4	3	0	-9
Cc1c(NC(=O)/C=C/C(=O)O)cccc1[N+](=O)[O-]	1	4	0	5	-0.3	-3	-11	-7	10	4

In a second layout: 11 of the compounds above
canonical_smiles | Rv3671c inh | MazEF act | SARS 3CLpro inh | PrPC TRFRET | BoNT A protease | Anthrax LF prot | BoNT-F LC inh | CCHF vOTU inh | SSB-PriA inh | DUSP3 inh
Brc1ccc(OCCOCCN2CCOCC2)cc1 | -5 | 15 | -1 | -13 | 0.3 | 1 | 1 | 12 | -6 | 33
CCOC(=O)Cc1c(C)nc2cc(-c3ccc(C(C)(C)C)cc3)[nH]n2c1=O | -17 | 5 | -6 | 4 | 0.5 | 0 | 0 | 5 | -12 | 15
CCCOc1ccc(C(=O)CCC(=O)Nc2ccc(N3CCN(C)CC3)cc2)cc1 | 0 | 6 | · | -7 | 0.5 | -23 | -50 | 0 | 21 | ·
Nn1c(Cc2cccc3ccccc23)nnc1SCC(=O)NC1CCS(=O)(=O)C1 (configuration not stated) | -17 | 5 | -4 | 2 | -2.5 | -6 | -30 | -4 | -17 | 32
COCCN(CCOC)C(=O)C1CCCN(S(=O)(=O)c2ccc(NC(=O)OC)cc2)C1 (configuration not stated) | 0 | 1 | 0 | 1 | -0.1 | -4 | 2 | 12 | -9 | 13
N/C(=N\O)c1ccc(Oc2ccccc2Cl)c([N+](=O)[O-])c1 | -1 | -13 | 0 | -5 | ? | -9 | ? | -5 | · | -12
C/C(=N\NC(=O)c1c(Br)c(C)nn1C)c1ccc(NC(=O)c2ccoc2C)cc1 | -3 | 4 | -2 | 2 | -0.5 | 0 | -22 | -7 | · | 30
CCOC(=O)N1CCC(NC(=O)C2CCCCN2S(=O)(=O)c2ccc(F)cc2)CC1 (configuration not stated) | 0 | 2 | -2 | -1 | 0.5 | -3 | -6 | -3 | -7 | -24
CC(C)CN(C(=O)CCC(=O)OC(C)C(=O)Nc1cccc(C#N)c1)c1c(N)n(CC(C)C)c(=O)[nH]c1=O (configuration not stated) | -2 | 3 | · | -2 | -0.4 | -3 | -6 | -3 | 4 | ·
Cc1cc(C)cc(C(=O)Oc2cc(C)[nH]c(=O)c2[N+](=O)[O-])c1 | -9 | 3 | -3 | 0 | 0.4 | -2 | 2 | -17 | -11 | -1
COc1ccc(NC(=O)Nc2ccc(C(=O)N3CCOCC3)cc2)cc1OC | 2 | 5 | -3 | -12 | -2.3 | 0 | -2 | 6 | -8 | 44

Further entries follow.
SMILES	Rv3671c inh	MazEF act	SARS 3CLpro inh	PrPC TRFRET	BoNT A protease	Anthrax LF prot	BoNT-F LC inh	CCHF vOTU inh	SSB-PriA inh	DUSP3 inh
O=C(O)Cc1ccc(NC(=S)Nc2cccc(Cl)c2Cl)cc1	-4	-14	-1	-1	0.2	1	-4	-8	-8	-5
Cc1ccc(S(=O)(=O)CCSc2n[nH]c(=O)n2-c2ccccc2)cc1	3	7	-1	-6	·	·	·	-9	-14	13
COc1cc(OC)c(C(=O)Nc2cc(S(=O)(=O)N3CCOCC3)ccc2N2CCN(C)CC2)cc1OC	·	-3	·	-6	-0.6	-6	6	1	-5	·
COC(=O)COc1cccc2c(=O)n(CC(=O)N3CCCCC3)ccc12	-6	0	2	1	-0.7	-11	-6	-8	-2	-13
COc1ccc(S(=O)(=O)Nc2ccc3c(c2)C(=O)N([C@@H](C)CO)C[C@H](C)[C@H](CN(C)S(=O)(=O)c2ccc(F)cc2)O3)cc1	-5	8	·	-1	-0.1	-5	-6	6	-10	·
COc1cc2c(cc1OC)-c1nnnn1C(C)(C)C2	2	3	-2	-2	-1.1	-4	-6	-10	-11	-10
COc1ccc(/C=N/NC(=O)c2ccoc2C)cc1CN1CCN(c2ccc(F)cc2)CC1	-3	2	1	-6	1.5	0	-5	2	·	-3
CCCNc1nc(C)cc(-c2cc(-c3ccc(Cl)cc3)on2)n1	5	5	·	8	0.3	4	0	1	-2	-4
CCOc1cc2[nH]c(=S)n(Cc3ccc(C(=O)N4CCN(C)CC4)cc3)c(=O)c2cc1OCC	-7	2	-2	-7	-1.0	-1	-1	-9	-12	-3
CN(N)c1ccc2c(C(F)(F)F)cc(C(F)(F)F)nc2n1	-4	-3	2	-2	-2.5	0	-10	-20	-13	9
N#CC1=C(N)NC(SCC(=O)c2ccc(Cl)cc2)=C(C#N)C12CCCC2	-5	-4	1	1	1.6	-1	13	-6	-7	18
C=C1CCN([C@@H](Cc2ccccc2)C(=O)NCc2ccc(Cl)c(Cl)c2)S(=O)(=O)c2ccccc21	-45	-2	·	16	-0.2	3	-8	11	-16	·
CC1(C)Cc2cccc(OCC(=O)N3CCN(S(=O)(=O)c4ccccc4)CC3)c2O1	-4	-4	-4	6	-1.1	-8	-1	-12	-9	5
CSc1nc2n(n1)C(c1cccc(F)c1)C(C(=O)Nc1ccc(C)cc1C)=C(C)N2 (configuration not stated)	1	5	3	2	0.1	4	-6	9	-11	16
COC(=O)c1sccc1N/N=C/c1cccc(Oc2ccccc2)c1	3	-5	-1	-4	-1.8	-8	-5	7	·	-11
CCOC(=O)[C@]12CCCC=C1N(Cc1cccc3ccccc13)C(=O)[C@H](CC(=O)N1CCC(c3ccccc3)CC1)C2	·	·	·	-1	-0.2	-8	-1	5	·	·
CC1(c2ccc3ccccc3c2)CCC(=O)O1 (configuration not stated)	·	3	·	-5	-0.6	-5	-5	-10	-18	·
CCCN(CCC)c1nc(N)c(C#N)c(CC#N)c1C#N	3	134*	-1	·	0.3	-7	-5	·	-22	2
COc1ccc(Cl)cc1S(=O)(=O)N1CCN=C1c1ccccc1	1	1	-1	4	0.2	0	-3	-5	10	5
Cc1ccc(S(=O)(=O)Cc2ccc(C(=O)N3CCN(c4cccc(C)c4C)CC3)o2)cc1	3	7	0	6	-1.2	-5	-9	15	0	13
COCCN1C(=O)C(=O)/C(=C(/O)c2ccc(OC(C)C)cc2)C1c1cccnc1 (configuration not stated)	1	10	8	-2	-0.8	0	-7	-15	·	-13
CN(C)CCNc1nc2sc3c(c2c(=O)n1Cc1ccccc1)CCCCC3	·	32	1	-8	-2.1	-8	-28	5	14	-16
CCN(C[C@H]1N[C@@](Cc2ccccc2)(C(=O)OC)[C@H]2C(=O)N(Cc3ccccc3)C(=O)[C@@H]12)S(=O)(=O)c1ccccc1	-4	-11	·	5	-0.5	-2	-7	1	-5	·
CCOc1ccc(/C(C)=N/NC(=O)c2nnn(-c3nonc3N)c2-c2cccs2)cc1	-5	21	8	-3	-2.2	2	4	12	·	-26
CCOc1ccc(C2c3c(oc4ccccc4c3=O)C(=O)N2CCCN2CCOCC2)cc1 (configuration not stated)	9	2	2	-5	0.3	-2	-5	9	-11	-1

Additional entries
SMILES	Rv3671c inh	MazEF act	SARS 3CLpro inh	PrPC TRFRET	BoNT A protease	Anthrax LF prot	BoNT-F LC inh	CCHF vOTU inh	SSB-PriA inh	DUSP3 inh
O=C1NN(CCO)C(=S)Nc2ccccc21	·	1	·	-1	-0.6	-4	-7	3	·	·
Cc1ccc2nc(SCC(=O)NC3CCCC3)nc(=O)n2c1	6	1	·	3	·	·	·	8	-9	·
O=C(COc1ccccc1)Nc1nnc(S(=O)(=O)Nc2ccccc2)s1	-6	3	4	6	0.3	-6	5	2	2	17
CC1(C(=O)NS(=O)(=O)c2cccc(Cl)c2)CCN1C(=O)Cc1ccc(-c2ccccc2)cc1 (configuration not stated)	·	·	·	-1	-0.5	-10	-5	29	·	·
Cc1cccc(C)c1NC(=O)NC1(C(=O)NCC2CCCO2)CCCCC1 (configuration not stated)	0	-19	0	-6	-4.1	4	-17	7	3	30
CCc1ccc(N2C(=O)CN(Cc3ccccc3)C2=S)cc1	-4	6	4	10	-2.3	17	-23	0	-2	-2
O=C(CSc1ccc(-c2ccccn2)nn1)Nc1cccc(F)c1	-3	-9	1	7	-1.6	0	-13	-7	55*	19
COc1cccc(NC(=S)NNC(=O)CCn2cc([N+](=O)[O-])cn2)c1	0	-11	-4	-3	1.1	4	-3	-12	-20	14
Cc1c(C(=O)OCC(=O)Nc2ccc(S(N)(=O)=O)cc2)oc2c1ccc1ccccc12	-26	20	-3	-2	-0.6	-3	-1	-1	-12	22
S=C(Nc1ccccc1)Nc1ccccc1Br	6	6	8	4	0.4	-1	-3	-13	-1	9
CCc1nc2sc3c(c2c(=O)o1)CCCC3	3	-2	-7	4	·	·	·	8	69*	-8
